# sdo1 growth – sdo1-depleted yeast growth rescue | 140,000 tested, 0.21% active | z-score at 10 µM | S. cerevisiae sdo1-depleted JHY4D growth rescue, OD600 30 h; stronger effect = higher value; pdr5 snq2 efflux-pump mutant strain;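 active = z-score above 3 at both the 24 hr and the 30 hr optical density reads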;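 also: z-score against mean and SD of all compound wells on the same plate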
# Insulin prom inh – TRM-6 insulin promoter activity inhibition | TRM-6 cells (human fetal islet line), insulin promoter-eGFP reporter, imaging; reporter expression induced with tamoxifen | inhibition, % at 2 µM | 130,000 tested, 0.9% active | AID 1273;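 active = inhibition above the mean plus 3 SD, with well images judged a real hit on visual review, cut at about 60% in these data, passing the limit was not always enough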
# sdo1 growth Rescue 24 h – recorded beside sdo1 growth, whose call it bears; z-score; S. cerevisiae sdo1-depleted JHY4D growth rescue, OD600; measured here: growth rescue at 24 h;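 0 is the plate mean of compound wells and units are plate SD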
# * marks the source's active call; other numbers are inactive results; x = no result given.
sdo1 growth	sdo1 growth Rescue 24 h	Insulin prom inh	Structure
0	2.5	6	COc1ccc(NS(=O)(=O)c2cc(NC(=O)/C=C/c3cc(OC)c(OC)c(OC)c3)ccc2N2CCCCC2)cc1
x	x	66	CCCCCn1c(=O)[nH]c2cc(C(=O)NCCN3CCOCC3)ccc2c1=O
0.6	0.35	-88	N=C1C(=O)OCC1c1cc(Cl)ccc1NC(=O)Nc1ccccc1 (stereo not drawn)
-0.67	-1.2	0	Cc1ccc(-n2nnnc2SC(C)C(=O)NCC(=O)Nc2ccc(F)c(F)c2F)c(C)c1 (stereo not drawn)
-1.4	-0.53	-30	CC1(C)C(=O)OC(C(=O)c2ccc(C(C)(C)C)cc2)C(C)(C)C1=O (stereo not drawn)
-0.83	-0.68	x	CCOc1ccc(C2=Nn3c(nnc3-c3ccccc3OC)SC2)cc1
0.03	-0.4	31	CC1CN(C(=O)c2ccc(N3CCCCC3)c([N+](=O)[O-])c2)CC(C)O1 (stereo not drawn)
0.41	0.58	-6	COc1ccc(C2=C(SC)CC2=NC(C)(C)C)cc1
-1.4	-1.3	40	CCc1cccc(CC)c1NC(=S)NC(C)c1ccccc1 (stereo not drawn)
-2.6	-1.3	10	Oc1c(Cl)cc(Cl)c(Cl)c1Cc1c(O)c(Cl)cc(Cl)c1Cl
x	x	17	O=C1CC2C(=O)NCCN2C(=NC(=O)c2ccc(Cl)cc2)N1 (stereo not drawn)
-0.19	0.2	x	CCS(=O)(=O)C(=C(Nc1ccc(OC)cc1)Nc1ccc(OC)cc1)S(=O)(=O)CC

# Single records, from the list above:
# `O=C1CC2C(=O)NCCN2C(=NC(=O)c2ccc(Cl)cc2)N1` (stereo not drawn) is entered as sdo1 growth = x; sdo1 growth Rescue 24 h = x; Insulin prom inh = 17
# `COc1ccc(NS(=O)(=O)c2cc(NC(=O)/C=C/c3cc(OC)c(OC)c(OC)c3)ccc2N2CCCCC2)cc1` is entered as sdo1 growth = 0; sdo1 growth Rescue 24 h = 2.5; Insulin prom inh = 6

# (more compounds)
sdo1 growth	sdo1 growth Rescue 24 h	Insulin prom inh	Structure
-0.03	-0.54	26	CCOC(=O)C1=C(O)/C(=C/c2cc(OC)c(OC)c(OC)c2)N=C1C
-1.1	-0.92	-79	COC(=O)c1cn(CCOc2ccccc2)c2ccccc12
0.27	-0.23	9	Cc1cc(NC(=O)c2noc3c2CCCC3)no1
-0.71	-0.1	x	Cc1ccc(-n2nnnc2SCC(=O)Nc2ncc(Cc3ccccc3Cl)s2)cc1
x	x	-209	CCc1ccc(NC(=O)CCCN2C(=S)NC(C)(C)CC2C)cc1 (stereo not drawn)
0.17	0.14	x	Cc1cccc(/C=N/NC(=O)c2cc(-c3cccnc3)nc3c2c(C)nn3-c2ccccc2)c1
-0.37	-0.86	x	COCc1c(C(=O)OCC(=O)c2c(N)n(CC(C)C)c(=O)n(C)c2=O)oc2ccccc12
-0.58	-0.61	-33	COc1ccc(NS(=O)(=O)c2ccc(N3CCOCC3)c(NC(=O)c3ccc(F)cc3)c2)cc1
-0.03	0.37	x	Cc1nn(-c2ccccc2)c(Cl)c1C(=O)Nc1nnc(C2CCCC2)s1
-2.1	-1.9	x	Brc1ccccc1/C=N/Nc1ccc2ccccc2n1
0.07	-0.51	-13	COc1ccc(CN2CCN(C(=O)CC(C)C)CC2)cc1OC
0.56	0.43	-3	N#CC1=C(N)Oc2n[nH]c(-c3ccncc3)c2C1c1ccsc1 (stereo not drawn)
0.5	-0.1	40	CC(=O)c1c(C(C)=O)c(C)n(Cc2ccccc2)c1C
-1.4	-0.42	11	CCCCSc1nnc(-c2ccc(NC(=O)CCc3ccccc3)cc2)n1C
0.28	-0.14	-19	COc1cc(C2C(C#N)=C(N)Oc3cc(C)n(CCc4ccccc4)c(=O)c32)cc2c1OCO2 (stereo not drawn)
-0.2	0.02	x	CCC(C)NC(=O)CN(c1ccc(OC)cc1)S(=O)(=O)c1ccc(NC(C)=O)cc1 (stereo not drawn)
2.2	2.5	16	CCOC(=O)CCNc1n[nH]c(=O)[nH]c1=O
-0.89	0.05	20	Cc1cc(/C=C(\C#N)c2nc3ccccc3[nH]2)c(C)n1C
0.56	0.39	-26	CC1(C)CC(=O)C2=C(C1)N(Cc1ccco1)C(=O)C2(NC(=O)c1ccc(Cl)cc1Cl)C(F)(F)F (stereo not drawn)
0.64	0.05	x	COc1ccc(/C=N/NC(=O)OC(C)(C)C)cc1OC
x	x	10	COc1ccccc1C(=O)n1nc(-c2ccco2)nc1SC
-0.27	-1.2	-42	CC(=O)NC1(C(F)(F)F)C(=O)N(Cc2ccccc2)C2=C1C(=O)CC(C)(C)C2 (stereo not drawn)
x	x	7	CC(C)Cc1nc2sc3c(=O)[nH]cnc3c2c2c1CCCC2
-0.25	-1.2	4	COc1ccc(NC(=O)C(CCS(C)(=O)=O)N2C(=O)c3ccccc3C2=O)cc1 (stereo not drawn)
0.15	0.1	-49	CCC(=O)N1CCc2cc(Br)cc(S(=O)(=O)C3(C(=O)OC)CC3)c21
0.13	-0.64	52	COc1ccc(/C=N/Nc2ccc(C(F)(F)F)cc2[N+](=O)[O-])cc1
-0.2	-0.14	14	CCn1cnc2sc(C(=O)N3CCN(Cc4ccc5c(c4)OCO5)CC3)c(C)c2c1=O
-0.31	-1.1	29	Fc1ccc(CN(Cc2ccccc2)C(c2cccs2)c2nnnn2C2CCCCC2)cc1 (stereo not drawn)
0.72	0.83	-3	Cc1cc(Br)ccc1NC(=O)CNC(=O)CSc1n[nH]c(N)n1
-0.25	-0.8	12	COc1ccc(NC(=O)N2CCC(NC(=O)c3ccco3)CC2)cc1
4.3*	4.8*	x	CN1CCN(c2ccc(Cl)cc2NC(=O)c2ccc(S(=O)(=O)N(C)C)cc2)CC1
-0.02	0.04	x	COC(=O)c1ccc(-n2nnnc2SCC(=O)N2CCCCC2)cc1
0.67	0.68	-15	CC(=O)C1=C(C)N(Cc2ccccc2)C(=O)N[C@@H]1c1cccc(C(F)(F)F)c1
7.2*	6.3*	24	Cc1ccc(N(Cc2ccc(C(=O)NCCSc3ccccn3)cc2)S(C)(=O)=O)cc1C
x	x	-29	O=C(NN1C(=O)c2ccccc2NC1c1ccco1)c1ccc(Br)cc1 (stereo not drawn)
0.27	0.13	-152	COc1cc(C(=O)N2CCN(c3ncnc4sc(C)c(C)c34)CC2)cc(OC)c1OC
-0.77	-0.33	x	Cc1c(Cc2ccccc2)sc(/N=C/c2c(O)ccc3ccccc23)c1C(N)=O
x	x	6	O=[N+]([O-])c1ccc(-c2nnc(CSc3nc(-c4ccccc4)nc4ccc(F)cc34)o2)cc1
0.49	-0.26	11	CCC(C)C(NC(=O)C1CCC(C)CC1)C(=O)NCc1ccccn1 (stereo not drawn)
-0.64	0.15	9	Nc1nc(CSc2ncn(-c3ccccc3)n2)cs1
-0.14	0.05	4	Cc1cc(-c2n[nH]c(=S)n2/N=C/c2ccc(C)s2)n[nH]1
0.71	1	-26	CCc1ccc2nc3nc(C)cc(C)c3c(N)c2c1
-1	-0.56	x	CCOc1ccc2nc(NCCO)[nH]c2c1
0.63	0.47	x	Cc1ccc2nc(Cl)c(C3CC(c4cccs4)=NN3C(=O)CCC(=O)O)cc2c1 (stereo not drawn)
x	x	-11	CC(C)(C)C(=O)N1CCC(O)(CS(=O)(=O)Cc2ccccc2)CC1
-0.05	1.7	-14	CCCCOC(=O)c1ccc(NC(=S)NC(=O)c2c(Cl)cnn2C)cc1
0.49	0.07	49	O=C(NCC1CCCO1)C1CCN(C(=O)c2ccc(Cl)cc2)CC1 (stereo not drawn)
-1.5	-0.84	x	COc1ccc(Nc2cc(C)nc(-n3nc(C)cc3C)n2)cc1

# Ordered by value in Insulin prom inh (falling): some entries from above.
sdo1 growth	sdo1 growth Rescue 24 h	Insulin prom inh	Structure
0.49	0.07	49	O=C(NCC1CCCO1)C1CCN(C(=O)c2ccc(Cl)cc2)CC1 (stereo not drawn)
0.49	-0.26	11	CCC(C)C(NC(=O)C1CCC(C)CC1)C(=O)NCc1ccccn1 (stereo not drawn)
-0.64	0.15	9	Nc1nc(CSc2ncn(-c3ccccc3)n2)cs1
x	x	6	O=[N+]([O-])c1ccc(-c2nnc(CSc3nc(-c4ccccc4)nc4ccc(F)cc34)o2)cc1
x	x	-11	CC(C)(C)C(=O)N1CCC(O)(CS(=O)(=O)Cc2ccccc2)CC1
-0.05	1.7	-14	CCCCOC(=O)c1ccc(NC(=S)NC(=O)c2c(Cl)cnn2C)cc1

# Next records.
sdo1 growth	sdo1 growth Rescue 24 h	Insulin prom inh	Structure
0.38	-0.51	3	Cc1nnc(-n2cnc3ccccc32)c2ccccc12
x	x	18	COc1ccccc1-c1ccc(SCC(=O)Nc2cc(C)on2)nn1
-1.5	-1.6	15	O=C(C/C=N/OCc1c(Cl)cccc1Cl)c1ccccc1
1.8	-0.02	50	COC(=O)c1cc2ccc(OC)c(OC)c2c(=O)s1
0.03	0.48	-4	COc1cc(CC(CC(=O)O)CC(C)OCc2ccccc2)cc(OC)c1 (stereo not drawn)
x	x	-32	O=C(NCc1ccc(F)cc1)Nc1cccc([N+](=O)[O-])c1
0.49	0.39	43	CCOC(=O)c1csc(NC(=O)CSc2nnnn2-c2ccc(OC)c(OC)c2)n1
0.53	0.27	7	CCCCC(=O)Nc1ccc(NC(=O)c2ccc3c(c2)OCO3)cc1OC
-0.9	-1	22	Cc1ccc(NC(=O)C(Nc2cccc(C)c2)c2ccccc2)cc1 (stereo not drawn)
-1.8	-0.7	x	COc1ccc(-c2ccc(-c3noc(-c4cccc(OC)c4)n3)c(OC)n2)cc1
-0.65	-0.69	-23	CCOC(=O)C1CCCN(S(=O)(=O)c2ccc(OC)cc2)C1 (stereo not drawn)
0.18	0.7	-30	O=c1[nH]cnc2c([N+](=O)[O-])cccc12

# Among those listed so far, these contain a COOH group.
sdo1 growth	sdo1 growth Rescue 24 h	Insulin prom inh	Structure
0.63	0.47	x	Cc1ccc2nc(Cl)c(C3CC(c4cccs4)=NN3C(=O)CCC(=O)O)cc2c1 (stereo not drawn)
0.03	0.48	-4	COc1cc(CC(CC(=O)O)CC(C)OCc2ccccc2)cc(OC)c1 (stereo not drawn)

# Next part:
sdo1 growth	sdo1 growth Rescue 24 h	Insulin prom inh	Structure
0.1	-0.05	22	COc1cc(C(=O)Nc2nncs2)cc(OC)c1OC
-0.69	-1.2	-19	CCc1ccc(CCC(=O)Nc2ccc(C)c(C)c2)o1
-0.83	0.28	x	CCc1ccc(OCC(O)CN2CCN(c3ccccc3)CC2)cc1 (stereo not drawn)
1.5	2.4	10	CN(CC(=O)NCc1ccccc1)S(=O)(=O)c1cnc[nH]1
0.57	0.45	x	COc1ccc(N2CCN(C(=O)c3c(-c4ccccc4)noc3C)CC2)cc1
-0.24	0.13	x	COc1cccc(OC)c1-c1nn2c(-c3ccco3)nnc2s1
-0.04	-0.23	x	Cc1nn(C(C)C(=O)NCC2CCCO2)c(=O)c2cc3occc3n12 (stereo not drawn)
1	0.62	35	COC(=O)CN1C(=O)C(C)(C)Oc2ccc(C(=O)NC3CC3)cc21
0.44	1.1	11	C/C=C(\C)c1nnc(NC(=O)OCC)s1
0.36	-0.43	-39	CC(C)(C)C(=O)Nc1ncc(C(F)(F)F)cc1Cl
0.33	0.3	-17	O=C1CC(c2ccc(S(=O)(=O)Nc3cc(C(F)(F)F)cc(C(F)(F)F)c3)cc2)CN1 (stereo not drawn)
x	x	67	O=[N+]([O-])c1ccc(C2CN=C(Nc3ccccc3)S2)cc1 (stereo not drawn)
0.04	0.02	-15	Cn1c(=O)oc2cc(S(=O)(=O)NCCC(=O)NCCc3ccccc3)ccc21
x	x	-38	CC(C)(C)c1ccc(-c2cn(-c3ccc(Br)cc3)c3[n+]2CCCS3)cc1
-2	-1.5	-14	CC(=O)c1cc(-c2ccccc2)n(CCC(=O)NC2CCCCCCC2)c1C
x	x	9	CCOc1ccc(CC(=O)OCn2nnc3ccccc3c2=O)cc1
0.84	1.2	42	CCn1cc(/C=N\NC(=O)c2csc3ccccc23)c(C)n1
-0.34	-1.3	-9	c1csc(-n2nc3ccccc3n2)c1
-2	-2.5	0	Cc1cc(N=Cc2c(O)n(-c3cccc(C(F)(F)F)c3)c(=O)c3ccccc23)no1
x	x	0	COc1ccccc1N1CCN(CC(=O)Nc2ccc(-n3cnnn3)cc2)CC1
0.49	0.73	-1	Cc1n[nH]c(=S)c2nn(-c3ccccc3F)c(C)c12
x	x	29	CSc1nnc2c(n1)OC(c1ccccn1)N(C(C)=O)c1ccccc1-2 (stereo not drawn)
0.11	-0.02	-74	O=C(NNC(=S)Nc1cccc(C(F)(F)F)c1)c1ccc(Cl)cc1Cl
-0.18	-0.18	44	CCOc1cc(C(=O)NC(C)c2ccncc2)cc(OCC)c1OCC (stereo not drawn)
-1.4	-0.57	65	COC(=O)c1sccc1NC(=O)c1ccc(OC)cc1
0.67	2.9	17	CC1CCN(c2ccccc2NC(=O)c2ccc(N3CCOCC3)c([N+](=O)[O-])c2)CC1
x	x	0	CCN(CC)c1ccc(/C=N/N2CCN(Cc3ccccc3)CC2)cc1
0.24	0.75	54	COc1ccc(OC)c(S(=O)(=O)Nc2ccc(C)c(C)c2)c1
0.37	0.16	-50	COc1ccc(S(=O)(=O)NCCSCc2ccco2)cc1Cl
